PriA SSB inh = blocks PriA binding to SSB C-terminal tail; AID 1272365; inhibition, % at 33 µM; hit rate 0.6% among 430,000; AlphaScreen SSBct-PriA binding, biotinylated peptide; in the data active means inhibition mostly above about 37%, no sharp cut-off; inactive means mostly below about 20%;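 further: plate controls were negative control peptide for no effect and reference peptide for full effect; strong numbers were not always called active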
SARS 3CLpro inh = SARS-CoV 3CLpro protease inhibition; recombinant SARS-CoV 3CLpro, quenched FRET peptide cleavage; hit rate 0.14% among 290,000; AID 1706; inhibition, % at 6 µM; in the data active means inhibition above about 12%
TcdB GH inh = TcdB glycohydrolase inhibition. hit rate 0.24% among 350,000. TcdB glycohydrolase enzymatic assay, plate reader. inhibition, % at 9.99 µM; in the data active means inhibition above about 10%
MazF activator = activators of E. coli MazEF toxin-antitoxin RNase; P0AE70; activation, % at 20 µM; AID 504720; hit rate 0.32% among 350,000; FAM/BHQ RNA-DNA oligo cleavage fluorescence, 5 h; in the data active means activation above about 50%
Target sequence (P0AE70 whole entry, looked up): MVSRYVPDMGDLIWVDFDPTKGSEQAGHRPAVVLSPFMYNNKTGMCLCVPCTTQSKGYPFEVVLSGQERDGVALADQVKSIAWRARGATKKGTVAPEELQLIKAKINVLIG
Yp Topo-I inh = inhibitors of Yersinia pestis topoisomerase I. Y. pestis Topo-I cleavage product accumulation, plate reader. activity, % at 10 µM. AID 504884. hit rate 0.064% among 360,000; in the data active means activity above about 50%, passing the limit was not always enough; further: inactives centre near 2
PfHsp40 yeast = compounds rescuing yeast from Plasmodium falciparum HSP40 toxicity; S. cerevisiae expressing PfHsp40, growth rescue, ATP luminescence; hit rate 0.68% among 340,000; growth rescue, % at 12.5 µM; in the data active means growth rescue above about 28%, passing the limit was not always enough;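 further: yeast W303a lacking pdr1 and pdr3 grown in galactose medium; growth measured after three days at 30 °C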
Vc quorum ag = inducers of Vibrio cholerae quorum light production without autoinducers; V. cholerae BH1578 lux reporter, luminescence, 6 h; activation, % at 18.7 µM; hit rate 0.16% among 350,000; AID 588436; in the data active means activation mostly above about 9.7%, no sharp cut-off; further: not every result past the cut was called active; inactives centre near 0; reference of the scale not given here
Anthrax LF prot = anthrax lethal factor protease inhibition; multiplex microsphere protease cleavage assay, LF; hit rate 0.12% among 360,000; P15917; inhibition, % at 10 µM; in the data active means inhibition above about 30%; further: plate controls were buffer without enzyme for full effect and enzyme alone for no effect
VHR inh abs = inhibitors of human VHR1 phosphatase (DUSP3) | P51452 | recombinant VHR phosphatase, pNPP absorbance | inhibition, % at 13.3 µM | hit rate 0.52% among 290,000; in the data active means inhibition above about 50%; further: some compounds called inactive have numbers as strong as hits
Target sequence (P51452 whole entry, looked up): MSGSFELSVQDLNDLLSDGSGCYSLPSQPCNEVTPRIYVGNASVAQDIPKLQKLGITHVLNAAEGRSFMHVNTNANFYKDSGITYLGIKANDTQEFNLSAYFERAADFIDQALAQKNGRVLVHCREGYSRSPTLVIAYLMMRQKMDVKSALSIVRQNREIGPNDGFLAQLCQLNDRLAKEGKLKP
Rv3671c protease = inhibitors of M. tuberculosis serine protease Rv3671c | inhibition, % at 5.96 µM | hit rate 0.048% among 320,000; in the data active means inhibition above about 38%;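 further: extracellular domain of Rv3671c used as enzyme; 0% = enzyme with DMSO and 100% = no enzyme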
Target sequence (P9WHR9 whole entry, looked up, the tested form may be a part): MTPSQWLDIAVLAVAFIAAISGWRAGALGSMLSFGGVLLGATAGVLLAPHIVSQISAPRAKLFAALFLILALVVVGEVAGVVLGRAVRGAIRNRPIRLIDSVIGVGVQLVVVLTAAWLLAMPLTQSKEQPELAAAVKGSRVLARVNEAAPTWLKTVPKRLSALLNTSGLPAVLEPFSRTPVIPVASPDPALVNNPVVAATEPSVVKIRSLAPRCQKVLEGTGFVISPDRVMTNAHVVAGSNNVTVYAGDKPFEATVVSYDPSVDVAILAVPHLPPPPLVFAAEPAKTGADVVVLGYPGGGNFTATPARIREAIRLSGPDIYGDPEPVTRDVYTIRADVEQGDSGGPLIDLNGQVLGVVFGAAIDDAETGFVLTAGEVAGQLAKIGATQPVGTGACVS
The depositor's hits bear a star; i = inactive; . = no result given. Not all compounds are listed, so the mix of outcomes need not match the whole.

SMILES | PriA SSB inh | SARS 3CLpro inh | TcdB GH inh | MazF activator | Yp Topo-I inh | PfHsp40 yeast | Vc quorum ag | Anthrax LF prot | VHR inh abs | Rv3671c protease
O=C(c1ccc(Cl)cc1)N1CCN(S(=O)(=O)/C=C/c2ccccc2)CC1 | 5 | . | -4.0 | -2 | 27 | 1.0 | -2.6 | -6 | . | 2
COc1ccccc1C(=O)N/N=C(\C)c1cccnc1 | . | . | 0.8 | 14 | 1 | -0.9 | -0.8 | . | . | 4
NC(=O)Cc1ccc2c(c1)[nH]c1ccccc12 | 2 | -1 | 0.3 | 5 | 1 | -1.4 | 1.6 | 14 | 27 | -12
COc1ccc(CCNC(=O)COC(=O)c2ccccn2)cc1 | -6 | . | -0.6 | 3 | -6 | -0.1 | -2.9 | 1 | . | -1
CC(C)CC1C(C#N)=C(N)Oc2c1c(=O)oc1ccccc21 (stereo unspecified) | -16 | -4 | 2.9 | 1 | -8 | -0.4 | -0.2 | -4 | 25 | 5
CC1(NC(=O)CC(c2ccccc2)(c2ccccc2)c2ccccc2)CCN(Cc2ccc(-c3ccccc3)cc2)C1=O (stereo unspecified) | -22 | . | 0.7 | -10 | 7 | -0.8 | -0.4 | -1 | . | -11
CS/C(=N\N(C)C(N)=O)c1ccccc1 | . | 0 | . | 0 | -2 | -0.3 | -0.6 | 6 | -2 | -1
COC(=O)c1ccc(S(=O)(=O)N2CCc3ccccc3C2)cc1 | -14 | 4 | 0.5 | 1 | -5 | -1.4 | -0.4 | -8 | 8 | -5
COc1ccc(N2CCN(CCNC(=O)Nc3ccc(C)cc3Cl)CC2)cc1 | -11 | -1 | 3.9 | 1 | 8 | 0.5 | -0.6 | -9 | 7 | 8
CCOC(=O)N1CCN(C(=O)C2CC(c3ccc(F)cc3)=NO2)CC1 (stereo unspecified) | -3 | -1 | 1.4 | 12 | 7 | -1.0 | -0.4 | -3 | 42 | 6
COc1ccc(CCNC(=O)C2CCN(S(=O)(=O)c3ccc(Cl)cc3)CC2)cc1OC | -7 | 0 | . | -9 | 27 | 0.1 | -1.2 | 2 | 9 | -4
CCC1(OC(=O)CN(C)C)C(=O)OCc2c1cc1n(c2=O)Cc2cc3c(N)cccc3nc2-1 (stereo unspecified) | 9 | . | . | 14 | -2 | 0.2 | -0.9 | -5 | . | .
CCc1noc(C)c1C(=O)Nc1ccc(S(=O)(=O)N2CCC(C)CC2)cc1 | 6 | . | 1.9 | -2 | 12 | 0.4 | i | -1 | . | 1
COc1ccc(CC(=O)Nc2cccc(-c3ccc4nnc(C)n4n3)c2)cc1 | -6 | 3 | 0.4 | -6 | 10 | -0.5 | -6.2 | 0 | 1 | -2
Cc1ccc(-c2cc(C(=O)O)c3sc(N4CCCCC4)nc3n2)cc1 | 1 | 3 | . | 1 | -1 | -1.0 | -0.2 | 2 | 5 | -82
Cc1ccc(S(=O)(=O)Cn2nnnc2C(c2ccccc2)N2CCN(c3ccccc3)CC2)cc1 (stereo unspecified) | -17 | 2 | . | -5 | -8 | -0.1 | i | -2 | 18 | -1
Cc1ccc(Nc2nnc(SCC(=O)c3ccc(Br)s3)s2)c(C)c1 | 8 | 1 | -1.7 | -4 | 26 | 13 | -0.1 | -2 | 13 | -23
Cc1nc2c(-c3ccc(Cl)cc3)cnn2c2c1CCC2 | -57 | 8 | 1.4 | 11 | -3 | 1.1 | -5.6 | 0 | 17 | 3
Cc1ccc(S(=O)(=O)N(C)C)cc1NC(=O)c1n[nH]c(=O)c2ccccc12 | 5 | -1 | 2.1 | 6 | 6 | -1.6 | -0.7 | -1 | 3 | 5
O=C(COC(=O)CCc1c[nH]c2ccccc12)NC1CCS(=O)(=O)C1 (stereo unspecified) | -8 | 2 | . | 2 | -4 | -0.1 | 2.9 | 1 | 0 | 0
COc1ccc(CN(C(=O)c2snc(C(N)=O)c2N)C(C(=O)NC2CCCC2)c2ccc(OC)c(OC)c2)cc1 (stereo unspecified) | 10 | 0 | 0.5 | 6 | 32 | 0.4 | i | 8 | 24 | -3
CCN(CC)C(=O)c1cncc(C(=O)N(CC)CC)c1-c1ccccc1 | -7 | 4 | . | 0 | 8 | 0.2 | -5.9 | -2 | 24 | -5
N#Cc1cccc(S(=O)(=O)NCC(=O)OCC(=O)NCc2ccccc2)c1 | -5 | . | 0.3 | 5 | -3 | -0.3 | i | -3 | . | -16
COc1ccc(S(=O)(=O)NCCN2CCNC2=O)cc1OC | -5 | 1 | -0.6 | 4 | -1 | . | i | . | 6 | 3
CC(C)(C)C(=O)Nc1cc(C(F)(F)F)ccc1N1CCOCC1 | -12 | -2 | . | 5 | 9 | 1.4 | . | 1 | 16 | 6
Cc1ccc(Cl)cc1NC(=O)Cn1cccc1 | 8 | 4 | . | 4 | 5 | 0.1 | -2.8 | 0 | -4 | -2
CCOC(=O)c1c(-c2ccccc2Cl)csc1NC(=O)c1cc(S(=O)(=O)N2CCOCC2)ccc1C | 12 | 0 | . | -9 | 9 | 0.7 | -0.4 | -1 | -4 | 3
CC(=O)Nc1ccc(S(=O)(=O)NN=c2sc3ccccc3n2C)cc1N | . | . | 0.9 | 7 | 2 | . | -5.0 | -5 | . | .
CCS(=O)(=O)n1nc(-c2ccc(Cl)cc2)nc1SCc1ccccc1 | -6 | 8 | . | -2 | . | . | . | . | 18 | -11
COc1ccc2c(c1)N(C)/C(=C/c1cccc[n+]1C)S2 | -11 | -5 | 2.5 | -31 | -12 | 1.2 | -0.4 | 14 | 27 | 8
COc1cc(/C=N/NC(=O)c2ccoc2C)ccc1OCCN1CCCCC1 | . | -5 | 1.3 | 6 | 5 | 0.2 | -0.6 | -6 | 9 | .
CC(=O)Nc1cccc(C(=O)OCC(=O)c2ccc3c(c2)OCO3)c1 | -14 | . | 3.6 | 9 | 8 | -0.8 | i | -2 | . | -1
CCCOc1ccc(Cc2nn3c(=O)/c(=C/c4ccco4)sc3nc2=O)cc1 | . | 6 | . | 3 | -3 | 1.6 | -0.4 | -7 | 6 | -2
CS(=O)(=O)Nc1ccc(C(=O)Nc2ccccc2Cl)cc1 | -18 | 3 | 0.2 | -2 | 6 | 0.7 | 0.2 | -5 | 24 | 0
CCN1CCN(CCCNC(=O)CCc2nc(-c3ccc(OC)cc3)no2)CC1 | -1 | 1 | 0.5 | -7 | -5 | -1.2 | i | 0 | 12 | -2
CCOC(=O)N1CCC(NC(=O)CCC(=O)N2CC(C)Oc3ccc(C)cc32)CC1 (stereo unspecified) | -19 | 0 | . | 2 | -1 | -1.5 | -1.4 | -1 | 20 | 1
CC(C)Oc1ccc(C(=O)NC(=S)Nc2ccc(Cl)c(C(=O)O)c2)cc1 | -1 | 7 | 1.7 | -4 | 9 | -1.2 | -2.1 | -1 | -1 | 3
CC(C)(CO)Nc1ccc([N+](=O)[O-])cc1[N+](=O)[O-] | -3 | -4 | . | 6 | 1 | 0.1 | . | -2 | 32 | -3
NC(=S)C1COc2ccccc2O1 (stereo unspecified) | -4 | 3 | 6.4 | 0 | -2 | -1.0 | i | 10 | 13 | -9
Cn1c(=O)c2ncn(CC(=O)N/N=C/c3ccco3)c2n(C)c1=O | . | 0 | . | 0 | -2 | 0.6 | i | -1 | 26 | -8

Record cards, from the list above. Screens in order: PriA SSB inh | SARS 3CLpro inh | TcdB GH inh | MazF activator | Yp Topo-I inh | PfHsp40 yeast | Vc quorum ag | Anthrax LF prot | VHR inh abs | Rv3671c protease
Listed for CCS(=O)(=O)n1nc(-c2ccc(Cl)cc2)nc1SCc1ccccc1 = -6 | 8 | . | -2 | . | . | . | . | 18 | -11
Listed for CC(C)(CO)Nc1ccc([N+](=O)[O-])cc1[N+](=O)[O-] = -3 | -4 | . | 6 | 1 | 0.1 | . | -2 | 32 | -3
Listed for CS(=O)(=O)Nc1ccc(C(=O)Nc2ccccc2Cl)cc1 = -18 | 3 | 0.2 | -2 | 6 | 0.7 | 0.2 | -5 | 24 | 0

Structures from the list above that contain fluorine (2):
SMILES | PriA SSB inh | SARS 3CLpro inh | TcdB GH inh | MazF activator | Yp Topo-I inh | PfHsp40 yeast | Vc quorum ag | Anthrax LF prot | VHR inh abs | Rv3671c protease
CCOC(=O)N1CCN(C(=O)C2CC(c3ccc(F)cc3)=NO2)CC1 (stereo unspecified) | -3 | -1 | 1.4 | 12 | 7 | -1.0 | -0.4 | -3 | 42 | 6
CC(C)(C)C(=O)Nc1cc(C(F)(F)F)ccc1N1CCOCC1 | -12 | -2 | . | 5 | 9 | 1.4 | . | 1 | 16 | 6

(cont.)
SMILES | PriA SSB inh | SARS 3CLpro inh | TcdB GH inh | MazF activator | Yp Topo-I inh | PfHsp40 yeast | Vc quorum ag | Anthrax LF prot | VHR inh abs | Rv3671c protease
Cc1cc(NCc2ccc(F)cc2Cl)n2nnnc2n1 | -5 | -2 | . | 0 | 3 | 0.7 | -0.4 | 2 | 5 | -4
CCCn1c(=O)c2ccccc2n2c(SCCOc3ccccc3)nnc12 | -22 | 5 | 0.9 | -2 | 8 | 2.0 | -0.7 | -1 | 10 | -1
O=C(CN1CCCCCC1)Nc1cccc([N+](=O)[O-])c1 | -12 | -3 | -1.7 | 6 | 3 | 0.3 | -0.9 | -2 | 2 | 3
Oc1ccccc1N=Cc1c(O)ccc2ccccc12 | 3 | 2 | 0.6 | -91 | -13 | -0.5 | -0.4 | 12 | 45 | .
O=C(O)C1CCCCC1C(=O)NC(c1ccccc1)c1ccccc1 (stereo unspecified) | 1 | 3 | -0.5 | 7 | 3 | -0.6 | -0.5 | 1 | 21 | 0
Cc1ccc(Cl)cc1NC(C#N)c1ccccc1 (stereo unspecified) | -31 | -1 | 1.2 | 0 | 2 | -1.4 | -0.8 | -17 | -4 | 4
COc1cc(Cl)c(C)cc1NC(=O)COC(=O)C1=COCCO1 | -8 | . | 3.0 | -3 | -5 | 0.6 | -0.2 | 1 | . | 1
COc1cccc(C(=S)N2CCCC2)c1OC | 1 | -5 | 2.3 | 4 | 4 | -0.4 | -0.6 | -16 | 13 | -6
Cc1cccc2cc3c(nc12)SC(=NCC1CCCO1)N(Cc1ccco1)C3 (stereo unspecified) | 6 | 3 | . | 6 | 29 | 2.6 | -0.6 | -9 | -9 | -8
COc1ccc(NC(=O)c2cccc(F)c2)cc1Cl | -7 | 3 | . | -1 | -2 | 1.2 | i | -10 | 24 | -10
O=C(NCc1ccco1)Nc1ccc(Br)cc1 | 12 | -6 | . | -2 | 11 | -0.5 | i | -3 | 12 | -8
Cc1ccc(C)c(C(C)NC(=S)NCc2ccc(F)cc2)c1 (stereo unspecified) | -8 | -8 | 1.8 | 2 | -3 | 11 | 4.5 | -2 | -32 | -23
O=c1[nH]cnc2scc(-c3ccc(-c4ccccc4)cc3)c12 | -30 | 5 | . | 83* | 0 | -0.4 | 3.0 | 5 | 33 | -3
Cc1cc(NC(=O)COC(=O)CNS(=O)(=O)c2c(F)cc(F)cc2Br)no1 | -3 | . | 0.7 | 6 | 3 | 0.1 | i | -2 | . | 3
CC(=O)c1ccc(NC(=O)/C(=C\c2cccs2)NC(=O)c2ccco2)cc1 | 0 | -1 | -0.7 | 0 | -2 | 2.7 | -0.7 | -1 | 5 | -4
